Compound activity: PubChem BioAssay, several laboratories
BAP1 inh: inhibitors of BAP1 deubiquitinase, primary screen, biochemical, Ub-AMC fluorescence, kinetic; Ubiquitin carboxyl-terminal hydrolase BAP1 (Homo sapiens), Q92560; recombinant BAP1, Ub-AMC hydrolysis fluorescence kinetic; hits give low values; activity remaining (% of control), % at 20 µM; hit rate 0.48% among 72,000;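 active = activity remaining at or below 50% of control, provided the compound also passes the data quality filters; inactive = the rest, including low values that fail the filters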;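 also: 100% = DMSO wells rate and 0% = substrate alone blank rate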
Target sequence (Q92560 whole entry, looked up): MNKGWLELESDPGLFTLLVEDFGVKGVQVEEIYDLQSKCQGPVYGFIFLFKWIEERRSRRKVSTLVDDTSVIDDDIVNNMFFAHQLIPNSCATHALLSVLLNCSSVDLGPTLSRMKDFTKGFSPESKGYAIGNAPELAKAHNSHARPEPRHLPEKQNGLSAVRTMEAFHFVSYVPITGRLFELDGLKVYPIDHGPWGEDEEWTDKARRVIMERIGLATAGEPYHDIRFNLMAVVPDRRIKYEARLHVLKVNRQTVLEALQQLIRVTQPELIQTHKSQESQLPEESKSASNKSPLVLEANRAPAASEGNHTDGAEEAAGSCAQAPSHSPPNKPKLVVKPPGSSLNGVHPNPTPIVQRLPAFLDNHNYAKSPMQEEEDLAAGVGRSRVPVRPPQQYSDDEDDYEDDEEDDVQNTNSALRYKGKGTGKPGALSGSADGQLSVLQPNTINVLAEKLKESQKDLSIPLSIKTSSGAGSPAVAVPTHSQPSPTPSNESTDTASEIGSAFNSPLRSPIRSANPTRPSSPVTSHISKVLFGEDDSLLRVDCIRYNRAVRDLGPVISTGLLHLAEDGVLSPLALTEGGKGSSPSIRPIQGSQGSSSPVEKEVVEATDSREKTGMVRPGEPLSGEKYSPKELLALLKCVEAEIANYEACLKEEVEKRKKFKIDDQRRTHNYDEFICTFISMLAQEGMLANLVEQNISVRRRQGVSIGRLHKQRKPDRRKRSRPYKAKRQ
HePTP inh: inhibitors of human HePTP phosphatase, primary screen, biochemical, absorbance, leukemia target. Tyrosine-protein phosphatase non-receptor type 7 (Homo sapiens), P35236. recombinant HePTP phosphatase activity, OD absorbance. inhibition, % at 20 µM. AID 521, 2006. hit rate 0.64% among 110,000; in the data active = inhibition above about 50%;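 also: plate controls were vehicle for no effect and reference inhibitor for full effect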
An asterisk follows results filed as active; / = not tested or not shown; & = joins results of further samples. Outcome played no part in choosing rows; any-hit rate near 0.7%.

Molecule	BAP1 inh	HePTP inh
COc1ccc(N2C(=O)/C(=C/c3cc(C)n(-c4ccc([N+](=O)[O-])cc4)c3C)C(=O)NC2=S)cc1	/	-11
COC(=O)c1ccc(NC(=O)COc2ccccc2OC)cc1	85&67	-1
COC(=O)c1ccc(CSc2nc3ccccc3s2)o1	81	-1
Cc1occc1C(=O)NNC(=O)c1ccccc1F	/	0
C=CCOc1ccc2c(C)c(CC)c(=O)oc2c1C	/	-3
CC1(C)CC(=O)C2=C(C1)Oc1ncn(Cc3ccco3)c(=N)c1C2c1ccccc1 (centres undefined)	96	0
CCOC(=O)C1=C(C)NC(=O)NC1c1ccc(N2CCOCC2)cc1 (centres undefined)	/	-15
CC(C)C(=O)NS(=O)(=O)c1ccc(N)cc1	/	4
Cc1ccccc1OCCOc1ccc(/C=C2/C(=N)N3N=C(C(C)C)SC3=NC2=O)cc1	/	2
Cc1nc(S(=O)(=O)c2ccc(Cl)cc2)c(NCc2ccccc2)o1	84	4
Cn1c(NCc2ccccc2)nc2c1c(=O)n(Cc1ccccc1)c(=O)n2C	111	4
CCCOc1ccc(/C=C2\SC(=O)N(Cc3ccccc3)C2=O)cc1OC	/	-16
COc1cc(NC(=O)c2ccccc2C)c(Cl)cc1NC(=O)c1ccccc1	/	5
Cn1c(=O)c2c(SCC(=O)N3CCCc4ccccc43)nc(CC(C)(C)C)nc2n(C)c1=O	88	0
O=C(O)c1ccc(-c2ccc(-c3nc4sc5c(c4c(=O)[nH]3)CCCC5)o2)cc1	/	1
COc1ccc(CNCc2cc(OC)c(OC)cc2OC)cc1	/	8
Cc1ccccc1OCCOc1ccc(Cl)cc1/C=N/n1cnnc1	/	-3
CCOC(=O)C1=C(O)C(=O)N(c2ccc(S(N)(=O)=O)cc2)C1c1ccccc1 (centres undefined)	83	2
CSC1=C(C#N)C(CC(C)C)C2=C(CCCC2=O)N1 (centres undefined)	88	-12
COc1ccc(CCNC(=O)CSc2ncnc3c2oc2ccccc23)cc1OC	98	0
CC1CN(C(=O)CCN2C(=O)c3ccccc3C2=O)CC(C)O1 (centres undefined)	/	9
CS(=O)(=O)N(CC(=O)Nc1cccc(Cl)c1)c1cccc(C(F)(F)F)c1	/	2
CCCCCCCCc1nnc(NC(=O)C(C)(C)C)s1	/	-8
O=C(CC1CCCC1)NCCc1cn2ccccc2n1	97	-15
COc1cc(C(=S)N2CCOCC2)ccc1OC(=O)c1ccc([N+](=O)[O-])cc1	56	-8
Cc1ccnc(NS(=O)(=O)c2ccccc2)c1	/	-5
O=C(O)C(c1ccccc1)N1C(=O)/C(=C/C=C/c2ccccc2)SC1=S (centres undefined)	/	20
COc1ccc(S(=O)(=O)N2CCN(CC(=O)Nc3cccc(F)c3)CC2)cc1	94	5
CC(C)Cn1c(SCC#N)nc2ccccc2c1=O	/	10
COCCN1C(=O)c2ccccc2C(C(=O)NCCN(C)C)C1c1ccc(F)cc1 (centres undefined)	/	1
O=C(Nc1nc2ccc(Br)cc2s1)c1ccc(S(=O)(=O)N2CCCCC2)cc1	/	8
COc1ccc(N(CC(=O)NC2CCCCC2)S(=O)(=O)c2ccc(C)cc2)cc1OC	/	11
CCCOc1cccc(C2C(C(=O)c3ccco3)=C(O)C(=O)N2CCN(CC)CC)c1 (centres undefined)	123	3
O=C(CCN1C(=O)c2ccccc2C1=O)Nc1ccc(S(=O)(=O)NC2=NCCCCC2)cc1	106	0
Cn1c(=O)cc(N2CCCCC2)[nH]c1=O	102	5
CCOC(=O)C1=C(N)OC2=C(C(=O)CC(C)(C)C2)C1c1ccccc1OCC#N (centres undefined)	92	7
CCN(CC)CC(=O)Nc1ccc(C)cc1Br	114	5
Cc1csc(NC(=O)C2CCCN(S(=O)(=O)c3ccc(Br)s3)C2)n1 (centres undefined)	115	10
Cc1cc(=O)n(CC=C(Cl)Cl)c2ccccc12	87	3
Cc1cccc(C(=O)Nc2sc3c(c2C(=O)N2CCOCC2)CCCC3)c1	/	8
N#Cc1c(-c2cccs2)cc(-c2ccccn2)nc1N	/	11
O=C1c2ccccc2/C(=N/Nc2ccc([N+](=O)[O-])cc2)C1c1cc(Br)ccc1[N+](=O)[O-] (centres undefined)	/	-21
COc1ccc(-c2cc(-c3cc(Cl)ccc3O)[nH]n2)cc1	/	2
NC(=O)c1ccccc1NC(=O)c1cc(Cl)ccc1Cl	/	-12
CCc1ccccc1NC(=O)CN(c1cccc(C(F)(F)F)c1)S(C)(=O)=O	/	8
CC(=O)c1cc2c(cc1NC(=O)c1cnc(C)cn1)OCO2	95	6
CCc1cc(=O)oc2cc(C)cc(O)c12	94	6&6
Cc1cccn2c(=O)c(/C=N/NC(=O)c3ccccc3O)c(N3CCCCC3)nc12	/	5
C/C(N)=C(/C#N)C(=O)CSc1nnc(COc2ccccc2Cl)o1	89	8
CC(=O)Oc1ccc2oc(=O)c3c(c2c1)CCCN3C(=O)CN1CCN(c2ncccn2)CC1	86	16
c1ccc(-n2c(Cc3cccnc3)nc3cnccc32)cc1	84	-7
COc1ccc(NC(=O)NC(C)c2ccncc2)cc1OC (centres undefined)	90	1
O=C(c1cc2nc(-c3ccco3)cc(C(F)(F)F)n2n1)N1CCN(c2ccc(F)cc2)CC1	66	8
Cc1ccc(N2CC(C(=O)N/N=C/c3ccc([N+](=O)[O-])cc3)CC2=O)cc1 (centres undefined)	/	-8
Ic1ccc(N2CCN(Cc3c[nH]c4ncccc34)CC2)cc1	102	/
O=C(CN1CC(=O)Oc2ccccc21)NCc1ccco1	99	5

(more compounds)
Molecule	BAP1 inh	HePTP inh
COc1cc(-c2cc(C(F)(F)F)n3ncc(C(=O)Nc4ccc(Cl)cc4)c3n2)cc(OC)c1OC	72	/
c1ccc(C(Cc2nc(-c3ccncc3)no2)c2ccccc2)cc1	56	8
CCCCn1c(SCC(N)=O)nnc1-c1cc(OC)c(OC)c(OC)c1	109	1
O=[N+]([O-])c1ccc(CSc2ncnc3c2ncn3[C@@H]2O[C@H](CO)[C@H](O)C2O)cc1 (some centres undefined)	89	/
OC(CN1C2=NCCN2c2ccccc21)c1ccccc1 (centres undefined)	98	6
O=[N+]([O-])c1ccc(S(=O)(=O)Nc2cc(Cl)cc(Cl)c2)cc1	/	-2
CC1S/C(=N/N=C/c2ccc(Cl)cc2)NC1=O (centres undefined)	/	7
CCn1c(SCC(=O)Nc2nc(C)c(C)s2)nnc1-c1ccco1	94	2
CCOC(=O)c1ccccc1NS(=O)(=O)c1ccccc1F	104	1
CCCC(=O)Nc1ccc(NC(=O)c2ccc(C)c(C)c2)cc1	/	-6
COc1ccc(C23CC4CC(CC(C4)C2)C3)cc1N=Cc1ccc([N+](=O)[O-])cc1	129	/
N#Cc1ccccc1OCCN1C(=O)c2ccccc2C1=O	99	-4
CCOC(=O)c1cccc(N2C(=O)c3ccccc3S2(=O)=O)c1	81	2
CC1(C)CC(=O)C2=C(C1)Nc1ccccc1NC2c1cccc(C(F)(F)F)c1 (centres undefined)	/	4
CCOC(=O)Nc1cc2c(cc1C(C)=O)OCO2	/	7
CCN(CC)S(=O)(=O)c1cc(C(=O)OCC(=O)c2ccc3c(c2)NC(=O)CO3)ccc1F	/	10
c1ccc(CN2CCC(N3CCN(Cc4ccccc4)CC3)CC2)cc1	/	-9
COc1cc(C(O)P(=O)(OC2CCCCC2)c2ccc(N(C)C)cc2)cc(OC)c1OC (centres undefined)	91	-1
O=C(Nc1ccccc1OC(F)(F)C(F)C(F)(F)F)C(c1ccccc1)c1ccccc1 (centres undefined)	/	5
CCOC(=O)c1ccc(NC(=O)CCc2nc(-c3ccc(Cl)cc3)no2)cc1	78	5
CCOC(=O)C(=CNc1ccc(Br)cc1)C(=O)OCC	/	1
C/C=C/Cn1c(Br)nc2c1c(=O)n(C)c(=O)n2C	97	-10
COc1ccc(C(=O)/C=C/N2CCCCC2)cc1OC	78	5
N#Cc1c(-c2ccc(Cl)cc2)cc(-c2ccccc2)[nH]c1=O	/	-1

Some of the entries so far, with two lines to a compound.
Value order: BAP1 inh | HePTP inh
> COc1cc(C(O)P(=O)(OC2CCCCC2)c2ccc(N(C)C)cc2)cc(OC)c1OC (centres undefined)
    91 | -1
> CCOC(=O)C(=CNc1ccc(Br)cc1)C(=O)OCC
    / | 1

Carrying on.
Molecule	BAP1 inh	HePTP inh
Cc1cc(C)n(C(=O)CCCCCC(=O)n2nc(C)cc2C)n1	83	-10
COc1ccccc1N1CCN(C(=O)CN(c2ccccc2OC)S(=O)(=O)c2ccccc2)CC1	90	8
O=C(NCCO)C(=O)Nc1cccc(C(F)(F)F)c1	/	7
O=C(O)C1CC=CCC1C(=O)N1CCCC1 (centres undefined)	113	-3
CC(C)C(=O)NC(C)C(c1cccs1)N1CCOCC1 (centres undefined)	97	9
COc1ccc(C)cc1NC(=O)c1cnc2scc(C)n2c1=O	57	3
CCN(CC)S(=O)(=O)c1ccc(C(=O)NC2C3CC4CC(C3)CC2C4)cc1 (centres undefined)	91	/
CCCCCn1c(CCCNC(=O)CC)nc2ccccc21	83	6
O=C1N=C(N2CCOCC2)S/C1=C\c1ccc2c(c1)OCO2	/	-16
C(=Nc1ccc2ccccc2c1)c1cccnc1	/	4
COc1ccc(CCNC(=O)/C(=C/c2ccc(Cl)cc2)NC(=O)c2ccc(C)cc2)cc1OC	/	-3
CC(C)(C)NCC(O)COc1ccccc1C(C)(C)C (centres undefined)	79	2&0
CCN1CCCC1CN(Cc1cc2c(C)cc(C)cc2[nH]c1=O)C(=O)NC1CCCCC1 (centres undefined)	/	-13
Cc1ccccc1-c1nc(CN2CCC(C(=O)NCc3ccco3)CC2)c(C)o1	92	-7
COc1cccc(C(=O)Nc2ccc(S(=O)(=O)Nc3onc(C)c3C)cc2)c1	89	-7&12
Cc1ccccc1-n1c(SCc2c(C)noc2C)nnc1-c1c[nH]c2ccccc12	69	4
COc1cccc(-c2nc3n(n2)C(c2ccc4c(c2)OCO4)C(C(N)=O)=C(C)N3)c1 (centres undefined)	/	7
CN1CC(=O)N(CC(=O)NCCc2ccc(F)cc2)c2ccccc2C1=O	98	2
Cc1ccc(S(=O)(=O)NCCCCCC(=O)Nc2nccs2)cc1	100	13
CCN(CC)c1ccc(N=Cc2ccccc2[N+](=O)[O-])cc1	/	-10
CSCCC(NC(=O)OC(C)(C)C)C(=O)NC(CC(C)C)C(N)=O (centres undefined)	86	5
Cc1sc(NC(=O)c2ccc(F)cc2)c(C(N)=O)c1C	/	-4
CCCC12CN3CC(C)(CN(C1)C3c1ccc(OC)cc1)C2=O (centres undefined)	104	5
COc1nonc1NC(=O)CSc1nc2ccccc2[nH]1	94	-1
CCN(CC)CCCNC(=O)c1cc(-c2cccc(Cl)c2)on1	103	-8
Cc1ccc(C(=O)Nc2ccccc2C(=O)N2CCC(C)CC2)cc1	/	4
O=C(Nc1ccc(Cc2ccncc2)cc1)C1CC1	118	9
CCOC(=O)c1c(NC(=O)Cc2ccc(OC)cc2)sc2c1CCN(C(=O)OCC)C2	/	10
Cc1nc2ncnn2c(C)c1Cc1ccc(Cl)cc1F	85	0
Cc1ccc(N(CC(=O)Nc2ccc3c(c2)OCCO3)S(=O)(=O)c2c(C)n[nH]c2C)cc1	94	6
CC1(C)CC(=O)C2=C(C1)Nc1ccccc1NC2c1ccc2c(c1)OCO2 (centres undefined)	75	-12
Cc1c(NC(=O)CCCN2C(=O)/C(=C/c3ccccc3)SC2=S)c(=O)n(-c2ccccc2)n1C	/	-11

Record cards (already shown). Screens in order: BAP1 inh | HePTP inh
CCCC12CN3CC(C)(CN(C1)C3c1ccc(OC)cc1)C2=O (centres undefined) is listed with 104 | 5
CCCCn1c(SCC(N)=O)nnc1-c1cc(OC)c(OC)c(OC)c1 is listed with 109 | 1
CCN(CC)c1ccc(N=Cc2ccccc2[N+](=O)[O-])cc1 is listed with / | -10
CCN(CC)CCCNC(=O)c1cc(-c2cccc(Cl)c2)on1 is listed with 103 | -8
CCCOc1cccc(C2C(C(=O)c3ccco3)=C(O)C(=O)N2CCN(CC)CC)c1 (centres undefined) is listed with 123 | 3

Other results:
Molecule	BAP1 inh	HePTP inh
COc1cccc(-c2cc(C(=O)Nc3ncccn3)c3ccccc3n2)c1	/	7
CC1=CC(C)(C)N2C(=O)C3(C(C#N)=C(N)OC4=C3C(=O)CC(C)(C)C4)c3cccc1c32 (centres undefined)	103	7
Cc1ccnc(Nc2nc3ccccc3o2)n1	101	0
CCCN(C(=O)c1cccs1)c1nnc(-c2ccncc2)s1	115	6
CCOC(=O)C1=CN(c2ccc(OCC)cc2)C=C(C(=O)OCC)C1c1ccccc1F	/	4
CC(=O)c1ccc(N2C(=O)C3C4C=CC(CC4)C3C2=O)cc1 (centres undefined)	/	8
